# NR2E3 ag-1 – activates human photoreceptor nuclear receptor NR2E3 | GST-NR2E3/biotin-RetCOR TR-FRET, 1536-well | inhibition of corepressor binding, % at 4.78 µM | 320,000 compounds, 0.12% hits | AID 2300;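 active = percent inhibition above the cutoff of mean plus 3 SD of all tested compounds, set per screening campaign, cut at about 20% in these data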;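 also: 0% = DMSO wells and 100% = biotin wells as full block of FRET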
# Target sequence (Q9Y5X4 whole entry, looked up): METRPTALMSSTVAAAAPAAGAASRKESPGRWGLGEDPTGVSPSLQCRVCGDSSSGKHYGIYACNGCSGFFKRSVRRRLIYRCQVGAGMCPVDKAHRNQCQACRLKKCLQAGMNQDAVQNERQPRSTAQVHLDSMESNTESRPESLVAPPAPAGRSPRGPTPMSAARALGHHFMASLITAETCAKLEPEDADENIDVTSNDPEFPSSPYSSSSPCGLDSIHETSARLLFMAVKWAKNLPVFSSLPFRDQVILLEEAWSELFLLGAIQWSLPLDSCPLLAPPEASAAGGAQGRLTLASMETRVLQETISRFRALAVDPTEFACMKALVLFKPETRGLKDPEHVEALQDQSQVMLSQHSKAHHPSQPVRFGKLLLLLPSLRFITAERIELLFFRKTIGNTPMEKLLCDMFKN
#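 Material: NR2E3–RetCOR corepressor complex / Incubation: Compound–protein incubation for 5 h at 4 °C / Dosing: compound at 4.8 µM, single dose / Detection: time-resolved FRET / Benchmarks: high control biotin, low control 0.6% DMSO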
# CF NFkB block – inhibitors of cystic fibrosis induced NF-kB; KKLEB NF-kB-GFP reporter, PAF-induced, GFP fluorescence overnight; inhibition, % at 5 µM; 360,000 compounds, 0.86% hits; AID 588850;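 active = at least 50% inhibition at 5 µM, scaled per plate between neutral and stimulator controls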;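 also: PAF is a Pseudomonas aeruginosa culture filtrate used as stimulus; plate controls were PAF-stimulated DMSO wells for no effect and unstimulated DMSO wells for full effect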
# PDI turbidity – inhibitors of human protein disulfide isomerase. inhibition, % at 10 µM. 350,000 compounds, 0.052% hits. PDI insulin aggregation turbidity, A650, 90 min. P07237;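 active = mean inhibition across replicates of 30% or more, whatever share of single replicates reach that level; inconclusive = mean inhibition below 30% while every single replicate reaches 30%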;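 also: absorbance from insulin aggregation driven by PDI reduction with DTT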
# Target sequence (P07237 whole entry, looked up): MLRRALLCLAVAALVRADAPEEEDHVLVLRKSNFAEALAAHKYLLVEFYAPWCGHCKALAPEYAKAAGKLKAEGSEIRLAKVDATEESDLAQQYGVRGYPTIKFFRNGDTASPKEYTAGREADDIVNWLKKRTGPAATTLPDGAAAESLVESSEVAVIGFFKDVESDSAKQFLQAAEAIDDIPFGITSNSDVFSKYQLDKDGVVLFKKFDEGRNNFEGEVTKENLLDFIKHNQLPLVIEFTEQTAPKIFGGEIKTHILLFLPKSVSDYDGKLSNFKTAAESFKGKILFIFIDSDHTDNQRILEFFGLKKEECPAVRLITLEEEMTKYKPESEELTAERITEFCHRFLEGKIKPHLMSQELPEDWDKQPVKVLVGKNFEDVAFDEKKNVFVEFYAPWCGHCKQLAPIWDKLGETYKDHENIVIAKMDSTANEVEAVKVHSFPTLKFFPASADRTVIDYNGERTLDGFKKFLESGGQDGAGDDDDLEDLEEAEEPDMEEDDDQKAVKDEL
# HIF-2a inh – HIF-2a inhibition | 786-0 RCC cells HIF-2a reporter, luciferase luminescence, overnight | inhibition, % at 18.8 µM | 360,000 compounds, 0.72% hits;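 active = inhibition of the luminescence signal of 40% or more relative to plate controls, in a single-dose primary screen at 18.75 µM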
# NR2E3 ag-2 – activates human NR2E3 receptor. Q9Y5X4. CHO-S Gal4-NCOR/VP16-NR2E3 two-hybrid, luciferase. inhibition of corepressor binding, % at 3.98 µM. 360,000 compounds, 0.35% hits. AID 602229;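 active = inhibition above the mean of all tested compounds plus 3 SD, cut at about 70% in these data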;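 also: 0% = DMSO with NR2E3 transfected cells and 100% = cells lacking NR2E3 construct; higher means lower luciferase signal from less NR2E3 corepressor binding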
# Shn3 3UTR inh – inhibitors of Schnurri-3 3'UTR reporter in osteoblasts | 360,000 compounds, 0.52% hits | inhibition, % at 12.5 µM | Clone20 osteoblast Shn3 3'UTR firefly luciferase, 24 h;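 active = mean inhibition of at least 75% with every replicate also reaching 75%; inconclusive = mean inhibition at least 75% but some replicate below; inactive = mean inhibition below 75%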;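 also: 0% = median of neutral control wells and 100% = pilot-screen positive control compound; some compounds past the cut are filed as inactive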
# MITF TRPM1 inh – inhibitors of MITF-driven TRPM1 promoter in melanoma cells; SK-MEL-5 TRPM1 promoter luciferase, 24 h; inhibition, % at 12.5 µM; 330,000 compounds, 0.83% hits; AID 488899;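 active = mean inhibition across replicates of 60% or more, whatever share of single replicates reaches that level; inconclusive = some that reach 60%, reason not given; inactive = mean inhibition across replicates below 60%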; also: values of inactives mirror those of a sister screen read the other way
# Vif imaging – HIV Vif inhibition | HEK293T cells, Vif self-association by quenched fluorescence, imaging, 24 h | inhibition, % at 7.49 µM | 340,000 compounds, 0.35% hits | AID 602346; in the data active = inhibition above about 50%, passing the limit was not always enough; inconclusive = no clear call, values can overlap the other calls; inactive = below about 31%; also: some results filed as inactive read as strong as hits
# Peg3 promoter – reduces Peg3 promoter-driven luciferase expression in HeLa; inhibition, % at 20 µM; HeLa PEG-Prom luciferase reporter, luminescence, overnight; 360,000 compounds, 1.7% hits;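 active = inhibition of at least 50% at 20 µM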
# CaV13 FRET inh – Primary screen for inhibitors of IQ motif and Ca2+-dependent inactivation inhibitor domain binding in CACNA1D, Förster resonance energy transfer in living cells, …; HEK cells, CFP/YFP FRET ICDI-IQ, plate reader, 10 min; percent FRET-ratio fall versus neutral wells; inhibition, % at 12.3 µM; 340,000 compounds, 0.098% hits; AID 743397;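 active = mean replicate inhibition of at least 30% and at least 1% of replicates passing that level; inconclusive = only one of the two criteria is met; inactive = neither criterion is met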;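 also: 0% = median of the neutral control wells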
# KKLEB tox – counter-screen for CF NF-kB inhibitors: cytotoxicity. KKLEB CF airway cells viability, ATPlite luminescence, overnight; active compounds read low; cells stimulated with P. aeruginosa culture filtrate. 360,000 compounds, 0.36% hits. activity change (cytotoxicity), % at 5 µM. AID 602141;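 active = corrected activity change at or below -50% at 5 µM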
# The depositor's hits bear a star; ? = inconclusive; . = not tested or not shown.
SMILES,NR2E3 ag-1,CF NFkB block,PDI turbidity,HIF-2a inh,NR2E3 ag-2,Shn3 3UTR inh,MITF TRPM1 inh,Vif imaging,Peg3 promoter,CaV13 FRET inh,KKLEB tox
COc1cccc(CNC(=O)CSc2nc3ccc(C)cc3[nH]2)c1,1,7,9,8,-1,11,19,-4,-3,-20,-2
COc1cccc(COC(=O)C2CC(=O)N(Cc3ccco3)C2)c1OC (stereo not drawn),-1,0,2,11,-13,19,1,.,4,-6,6
Nc1c(C(=O)Nc2ccc(Br)cc2)sc2nc(N3CCOCC3)c3c(c12)CCCC3,.,9,13,-24,-33,12,.,.,13,-4,-18
CCOC(=O)c1ccc2c(c1)nc(COc1ccc3ccccc3c1)n2CC,0,2,2,7,-18,25,8,-18,30,-8,-1
COc1ccccc1NC(=S)N1CCOCC1,0,-7,5,20,-5,-2,11,-2,14,-5,3
Cc1csc(SC(C)C(=O)NCC2CCCO2)n1 (stereo not drawn),2,5,-2,1,7,0,6,-3,-9,-5,-9
CCOP(=O)(OCC)c1nc(-c2cccc3ccccc23)oc1NCc1ccc(OC)cc1,2,18,16,20,-16,-5,6,-1,22,-19,-21
COc1cc(C)c(Cl)cc1S(=O)(=O)NCCCN1CCOCC1,2,8,-1,-32,1,-5,17,10,2,-8,-3
O=C1/C(=C\c2ccccc2)CCC/C1=C/c1ccccc1,.,-57,2,-11,-16,7,10,1,-10,-7,8
CCC(C(=O)Nc1ccc(S(=O)(=O)N(C)C2CCN(C)CC2)cc1)c1ccccc1 (stereo not drawn),1,12,24,10,-23,10,-10,-5,8,-2,9
COc1ccc(-c2ccc(SCC(=O)N3CC(=O)Nc4ccccc43)nn2)cc1,-1,-9,-5,-119,-38,-44,-76,-4,-146,-4,-2
COc1ccc(/C=C/c2c(-c3ccccc3OC)sc3ccccc23)cc1OC,.,5,-3,9,-28,-38,5,-4,-4,-11,17
CN(CC(=O)NCc1ccco1)C(=O)C1CC(=O)N(c2ccc3c(c2)OCCO3)C1 (stereo not drawn),1,1,-8,3,26,-1,-21,12,1,-5,4
COc1ccccc1/C=C/C=N/n1c(-c2ccc(Cl)cc2)n[nH]c1=S,1,4,6,-11,-27,2,.,5,23,-20,1
O=C(NNC1CC(=O)N(c2ccc(Br)cc2)C1=O)c1cccnc1 (stereo not drawn),2,10,4,16,-1,6,-15,0,22,-3,1
O=C(Nc1cc(F)cc(F)c1)c1ccc(NCCCN2CCCCCC2)c([N+](=O)[O-])c1,-1,10,3,2,32,-9,-13,8,27,-5,-8
O=C(CSc1ncnc2sc3c(c12)CCCC3)NC1CCS(=O)(=O)C1 (stereo not drawn),.,-19,-11,21,-16,-10,9,-5,15,-7,-3
O=C(Nc1ccon1)c1cccc(C(F)(F)F)c1,-2,0,3,-6,-2,12,2,1,-15,-9,0
Cc1cc(Cl)c(S(=O)(=O)Nc2ccc3c(c2)OCCO3)cc1OCC(N)=O,1,3,3,44*,6,25,17,4,-69,.,-7
COc1ccc(CNC(=O)C(CCSC)NS(=O)(=O)c2ccccc2F)cc1 (stereo not drawn),1,8,1,12,-5,7,-1,-2,0,-8,-4

# Entries listed so far that have two or more sulfur atoms, in the order listed:
SMILES,NR2E3 ag-1,CF NFkB block,PDI turbidity,HIF-2a inh,NR2E3 ag-2,Shn3 3UTR inh,MITF TRPM1 inh,Vif imaging,Peg3 promoter,CaV13 FRET inh,KKLEB tox
Cc1csc(SC(C)C(=O)NCC2CCCO2)n1 (stereo not drawn),2,5,-2,1,7,0,6,-3,-9,-5,-9
O=C(CSc1ncnc2sc3c(c12)CCCC3)NC1CCS(=O)(=O)C1 (stereo not drawn),.,-19,-11,21,-16,-10,9,-5,15,-7,-3
COc1ccc(CNC(=O)C(CCSC)NS(=O)(=O)c2ccccc2F)cc1 (stereo not drawn),1,8,1,12,-5,7,-1,-2,0,-8,-4

# Carrying on.
SMILES,NR2E3 ag-1,CF NFkB block,PDI turbidity,HIF-2a inh,NR2E3 ag-2,Shn3 3UTR inh,MITF TRPM1 inh,Vif imaging,Peg3 promoter,CaV13 FRET inh,KKLEB tox
COc1ccc(-c2cc(N)n(S(=O)(=O)c3c(F)c(F)c(F)c(F)c3F)n2)cc1OC,0,32,4,86*,38,83,98*,59*,110*,-8,-13
Cc1nn(C)c(C)c1CN(C)C(=O)c1cc2nc(-c3ccco3)cc(C(F)(F)F)n2n1,1,11,11,12,-5,17,7,-5,16,.,-9
Cc1cccc(C(=O)NC(=S)Nc2c(C)n(C)n(-c3ccccc3)c2=O)c1,-1,-15,1,11,-4,5,8,12,13,-3,16
COc1ccc([C@H]2CC(=O)C=C(c3ccc(C(=O)O)cc3)C2)cc1OC,-1,5,-1,15,-28,-2,-6,4,5,-5,-7
O=C(COc1ccccc1)Nc1ccccc1N1CCN(c2ccccc2)CC1,3,-8,0,0,-15,11,1,1,3,-8,3
Cc1ccc(Cl)cc1NC(=O)C(NS(=O)(=O)c1cccs1)c1ccccc1 (stereo not drawn),2,10,-4,16,-17,-4,15,8,1,-18,-5
CCOc1ccc(S(=O)(=O)Nc2ccc(S(=O)(=O)N3CCOCC3)cc2)cc1,-1,-5,-15,19,-8,-4,4,10,5,-1,10
CCN(CC)CCNC(=O)c1ccc(NC(=O)c2ccc(S(=O)(=O)N3CCCCCC3)cc2)cc1,0,20,3,21,15,-11,-6,-2,20,-16,-4
CN(C(=O)c1sc2nc(N3CCOCC3)c3c(c2c1N)CCCC3)c1ccccc1,7,4,7,17,-2,9,13,-4,29,3,-3
Cc1ccccc1C1NC(c2ccccc2C)C([N+](=O)[O-])C(C)(C)C1[N+](=O)[O-] (stereo not drawn),0,15,1,12,-1,23,-5,?,21,-21,-2
COc1ccc(-c2oc3ncn(CCN4CCOCC4)c(=N)c3c2-c2ccc(OC)cc2)cc1,1,14,7,45*,-3,19,-6,7,39,-6,-24
CCOC(=O)c1c(C)[nH]c(C)c1S(=O)(=O)NCCN1CCN(c2ccccc2F)CC1,-5,-2,-2,2,13,1,19,13,19,-12,4
COc1ccccc1CNC(=O)/C=C/c1ccc(Br)o1,-1,-13,-2,2,-29,-16,3,9,0,-6,5
CCOC(=O)N=Nc1c(O)n(Cc2ccccc2)c2ccccc12,6,13,-21,-75,-34,-10,-10,0,-34,0,-16
CN(C)CCNC(=O)CCn1nc(-c2ccc(Cl)cc2)ccc1=O,-1,15,-6,20,-18,16,1,8,10,-4,-11
O=C(CN1C2CCCC1CC(NC(=O)c1ccco1)C2)Nc1ccccc1C(F)(F)F (stereo not drawn),-1,7,0,10,-11,29,14,-16,21,-4,2
NNC(=O)CC12CC3CC(C1)CC(n1ncnn1)(C3)C2,2,2,8,13,-3,17,-7,4,7,-5,4
Cc1ccc(NS(=O)(=O)c2ccc(CCC(=O)N3CCCC3)cc2)cc1,6,-13,0,11,9,15,5,-2,15,-4,4
O=C(Nc1ccc(F)cc1)C1CCN(c2nnnn2-c2ccccc2)CC1,1,-12,-5,2,24,24,0,-1,10,-5,3
COc1ccc(C(=O)OCCN2C(=O)c3ccccc3C2=O)cc1,3,-24,0,-54,-12,-22,-9,3,-49,.,7
COc1ccc(CC(=O)Nc2nnc(CC(C)C)s2)cc1S(=O)(=O)N1CCOCC1,.,-5,7,-2,20,6,5,4,6,-6,-4
COc1cccc(-c2ccc(=O)n(CC(=O)Nc3cc4c(cc3NC(C)=O)OCCO4)n2)c1,2,0,4,5,0,8,-1,9,10,-8,0
N#CC1=C(N)OC2=C(CC/C2=C\c2ccccc2Cl)C1c1ccccc1Cl (stereo not drawn),0,4,7,13,-9,-20,-12,-5,50,-5,-5
C=CCN(C(=O)Nc1ccc(F)cc1)C1CC(=O)N(c2ccc(OC)cc2)C1=O (stereo not drawn),4,2,-7,8,8,17,1,-7,7,-4,4
CCC(=O)N1c2ccccc2-c2nnc(SC)nc2OC1c1ccc(N(C)C)cc1 (stereo not drawn),-1,-11,.,7,0,7,-3,?,-11,-2,8
Cc1ccc(CNCC(O)(c2ccccc2)c2ccc(Cl)cc2)cc1 (stereo not drawn),.,1,-3,-4,17,25,-2,8,-6,-16,-8
CC(C)C(=O)N1CCN(c2ccc(NC(=O)c3cccs3)cc2Cl)CC1,2,-11,-2,-85,5,4,-15,-6,-30,-5,-9
C=CCNC(=O)c1ccc([N+](=O)[O-])c(Cl)c1,0,-13,6,13,-11,-1,8,4,11,1,-7
CCSC1=N/C(=C/c2ccsc2)C(=O)N1c1ccccc1,-1,11,2,2,11,4,11,-5,24,-5,-10
CCSc1ncc(Cl)c(C(=O)Nc2sc3c(c2C(=O)NCc2cccnc2)CCCC3)n1,3,44,-11,-5,-9,-6,-5,7,7,-9,-54*
CC(C)CN1CCN(CC#Cc2ccccc2)CC1CCO (stereo not drawn),0,5,0,6,-3,12,8,0,4,-1,-11
CC1CCCC(C)N1/N=C/c1ccccc1F (stereo not drawn),0,12,-7,17,3,2,12,-2,2,-17,0
COc1cc(-c2[nH]ncc2CN(C)Cc2cc(C)[nH]n2)cc(OC)c1OC,3,-4,5,15,-26,1,10,4,15,-2,-3
CCc1ccc(N2CC(C(=O)Nc3cc(C)ccc3F)CC2=O)cc1 (stereo not drawn),-2,0,-3,14,-17,10,4,-2,8,.,-7
COc1ccc(Nc2cc(C)nc(NCc3ccccc3)n2)cc1,3,15,-5,-8,68,89*,19,3,8,-5,-12
OC(c1ccc(F)c(F)c1)c1nc(-c2ccc3c(c2)OCO3)cs1 (stereo not drawn),.,-11,-4,-86,-11,-20,.,-6,-57,-5,22
Cc1ccc(S(=O)(=O)N2CCN(S(=O)(=O)c3ccccc3Br)C2=O)cc1,.,-5,14,11,13,71,-1,-1,-5,-4,5
Cc1c(NC(=O)C(C)Sc2nc3ccccc3c(=O)n2CCO)c(=O)n(-c2ccccc2)n1C (stereo not drawn),0,-1,-7,5,-20,-42,6,1,2,-6,4
O=C(O)c1ccc2c(c1)OCCO2,3,-9,-2,1,-14,-4,13,11,-5,-6,-7
Cc1ccc(S(=O)(=O)N2CCN(C(=O)Cn3nc(C)c([N+](=O)[O-])c3C)CC2)c(C)c1,-4,-7,-4,15,17,-11,5,.,-2,-4,0
COC(=O)c1cn(NC(=O)c2cccc(OC)c2)c(=O)c2ccccc12,-1,-9,-3,10,17,-8,7,-4,16,-4,1
c1cnc2ncc3sccc3c2c1,-5,-55,5,10,-20,-42,-6,.,6,-9,-2
COc1ccc(OC)c(-c2csc(NC(=O)C3c4ccccc4Oc4ccccc43)n2)c1,2,-38,13,17,-23,-2,-7,1,1,-4,8

# Source: PubChem BioAssay (several laboratories)
